GPR55 antagonists = inhibition of LPI-stimulated GPR55 beta-arrestin translocation – imaging, U2OS, beta-arrestin-GFP, LPI agonist, primary screen (AID 2013) | U2OS GPR55 beta-arrestin-GFP translocation imaging, LPI antagonism; higher % means a stronger effect | inhibition, % at 10 µM; hits with a dose series show IC50 in µM | 290,000 compounds, 0.13% hits;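 active = spots per cell inhibited over 60%, with over 100 cells counted and total cytoplasm intensity under 500,000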;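 also: U2OS cells stably carrying GPR55 and arrestin-GFP stimulated by 5 µM LPI near EC80; imaged beta-arrestin-GFP aggregate spots per cell after agonist stimulation; plate controls were LPI-stimulated DMSO wells for no effect and DMSO wells without LPI for full effect; some results filed as inactive read as strong as hits; confirmed hits need IC50 under 10 µM and bright autofluorescent wells are also inconclusive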
Yfh1-off respiration = mitochondrial function rescue without frataxin homolog – Friedreich's ataxia, plus single-dose screen, dose response (AID 1465); S. cerevisiae Yfh1-off respiration, WST-1 reduction, 72 h; higher fold induction means a stronger effect; 220,000 compounds, 0.074% hits; fold induction at 50 µM, or EC50 in µM where a hit was titrated;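 active = fold induction of absorbance versus untreated yeast above a set limit, then at least 30% activation at any dose in follow-up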;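 also: activators that raise dye reduction in frataxin-depleted yeast; strong numbers were not always called active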
GPR55 beta-arrestin = selective activators of receptor GPR55 – imaging, U2OS cells, beta-arrestin-GFP redistribution, primary screen (AID 1961). U2OS GPR55 beta-arrestin-GFP redistribution imaging; higher % means a stronger effect. activation, % at 10 µM, or EC50 in µM where a hit was titrated. 290,000 compounds, 0.048% hits;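 active = activation above 40% with more than 50 cells counted in the well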;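 also: U2OS osteosarcoma cells stably expressing GPR55 and beta-arrestin-GFP; plate controls were DMSO negative control for no effect and LPI positive control for full effect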
NS5 inhibitors = Dengue-2 NS5 methyltransferase inhibitors, primary screen, biochemical, confirmation dose response (AID 588689) | Dengue-2 NS5 methyltransferase capping enzyme assay, biochemical; higher % means a stronger effect | inhibition, % at 25 µM; hits with a dose series show IC50 in µM | 340,000 compounds, 0.3% hits; in the data active = a potency from the dose series
AID2073 = disruptors of CaV2.2 binding to Mint1 – biochemical, HTRF (AID 2073); HTRF protein-protein interaction, Mint1-CaV2.2; higher % means a stronger effect; inhibition, % at 20 µM; hits with a dose series show IC50 in µM; 290,000 compounds, 0.19% hits; in the data active = inhibition mostly above about 51%, no sharp cut-off; also: some results filed as inactive read as strong as hits
GPR35 arrestin U2OS = GPR35 antagonists blocking zaprinast-driven arrestin recruitment, primary screen, imaging, U2OS, beta-arrestin-GFP, zaprinast agonist (AID 2058). 290,000 compounds, 0.052% hits. U2OS GPR35 beta-arrestin-GFP translocation imaging, zaprinast antagonism; higher % means a stronger effect. inhibition, % at 10 µM, or IC50 in µM where a hit was titrated;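 active = inhibition of at least 50% with at least 30 cells and total cytoplasm GFP at most 10,000,000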
NTR1 agonist = NTR1-driven beta-arrestin-GFP spot formation – imaging, U2OS cells, high content, primary screen (AID 493036); P30989; 330,000 compounds, 0.17% hits; agonist mode; activation, % at 20 µM;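 active = activation at or above 40% of the spot to cytoplasm intensity ratio, with at least 20 cells analyzed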;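 also: 0% = DMSO without peptide and 100% = 100 nM NTR1 peptide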
Target sequence (P30989 whole entry, looked up): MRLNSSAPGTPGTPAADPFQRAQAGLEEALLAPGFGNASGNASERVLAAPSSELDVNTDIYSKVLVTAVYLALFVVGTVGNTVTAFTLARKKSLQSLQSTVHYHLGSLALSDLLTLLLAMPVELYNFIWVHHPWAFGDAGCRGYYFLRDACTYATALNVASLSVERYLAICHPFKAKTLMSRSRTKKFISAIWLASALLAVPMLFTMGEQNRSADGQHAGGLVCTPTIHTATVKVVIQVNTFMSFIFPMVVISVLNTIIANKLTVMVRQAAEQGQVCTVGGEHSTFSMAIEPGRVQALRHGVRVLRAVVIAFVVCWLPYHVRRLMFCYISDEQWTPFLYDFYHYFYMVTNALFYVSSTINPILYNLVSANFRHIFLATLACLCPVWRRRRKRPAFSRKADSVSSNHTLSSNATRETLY
SV40 large T antigen = TAg ATPase/helicase activity blockers – biochemical (AID 1903); SV40 large T antigen ATPase/helicase inhibition assay; higher % means a stronger effect; one-dose inhibition, % at 20 µM; IC50 in µM for titrated hits; 310,000 compounds, 0.39% hits; in the data active = a potency from the dose series; also: strong numbers were not always called active
MgcRacGAP inhibition = MgcRacGAP GTPase-activating activity inhibitors, confirmation, biochemical, ADP Hunter fluorescence | MgcRacGAP-stimulated Rac1 GTP hydrolysis, ADP Hunter fluorescence; higher % means a stronger effect; GST-tagged Rac1 F28L mutant substrate | AID 624330 | 340,000 compounds, 0.6% hits | inhibition, % at 30 µM, or IC50 in µM where a hit was titrated;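 active = first-screen hits whose inhibition reached a set limit at any dose in the follow-up dose series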;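 also: fluorescence reports GDP produced by GAP-driven GTP hydrolysis; strong numbers were not always called active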
NTR1 agonist cell count 20 µM = recorded beside NTR1 agonist, whose call it bears; cell count; measured here: cell count, cytotoxicity flag
NS5 inhibitors pilot replicate = further read-out of NS5 inhibitors, marked with its call; inhibition, %; measured here: pilot screen replicate inhibition
* hit, by the source's call; i = inactive; . = not tested or not shown.

SMILES	GPR55 antagonists	Yfh1-off respiration	GPR55 beta-arrestin	NS5 inhibitors	AID2073	GPR35 arrestin U2OS	NTR1 agonist	NTR1 agonist cell count 20 µM	SV40 large T antigen	MgcRacGAP inhibition	others
COc1cccc(CC2(CO)CCCN(Cc3ccc(-c4ccco4)cc3)C2)c1 (stereo not drawn)	2%	i	-0.3%	-20%	12%	3%	-0.7	51	12%	5%
COCCCNC(=S)Nc1ccc(C)cc1[N+](=O)[O-]	-16%	i	0.3%	-6%	-17%	2%	1.4	35	-1%	7%
COc1ccccc1NS(=O)(=O)c1cccc(C(=O)NCc2ccccn2)c1	9%	.	-0.1%	-10%	6%	-18%	0.8	61	7%	8%
O=C1c2ccccc2NC(c2cccc(F)c2)N1Cc1ccccc1 (stereo not drawn)	16%	.	-0.2%	-3%	5%	2%	1.7	48	10%	6%
Cc1cccc(-c2nc3ccccc3c(=O)n2N)c1	8%	.	0.0%	-11%	21%	-3%	-0.3	73	2%	7%
COc1ccc(Nc2ncnc3sccc23)c(OC)c1	12%	.	-0.1%	-16%	19%	12%	-0.6	44	3%	9%
O=C(NCCc1ccc(Cl)cc1)C1CCCN1C(=O)Nc1ccc(F)cc1 (stereo not drawn)	8%	.	-0.2%	-6%	-2%	1%	-0.1	58	4%	3%
CCN(C(=O)CSc1nnc(Nc2ccccc2)s1)C1CCS(=O)(=O)C1 (stereo not drawn)	3%	i	0.2%	-6%	3%	0%	3.3	36	7%	6%
C/C(=N\NC(=S)NC(C)C)c1ccccc1OC(F)F	1%	i	-0.2%	-4%	-1%	-6%	0.5	65	7%	7%
Oc1ccccc1Nc1nc(NCC2CCCO2)c2ccccc2n1 (stereo not drawn)	2%	.	-0.2%	2%	4%	-5%	3.1	80	32%	27%
O=C1OC(Nc2cc(Br)cc3cccnc23)c2ccccc21 (stereo not drawn)	22%	i	0.1%	18%	24%	9%	0.0	45	24%	13%
C[n+]1nc(Nc2cccc3ccccc23)sc1-c1ccc(C(=O)O)cc1	9%	i	-0.1%	.	-22%	7%	.	.	.	.
CCc1ccc(OCC2Cn3c(nc4c3c(=O)[nH]c(=O)n4C)O2)cc1 (stereo not drawn)	5%	.	-0.1%	10%	14%	15%	0.7	75	13%	11%
CCCn1c(SC(C)C(=O)NCC2CCCO2)nc2sc(CC)cc2c1=O (stereo not drawn)	6%	.	-0.1%	4%	0%	13%	0.7	56	6%	5%
COC(=O)c1ccccc1NC(=O)c1ccc(-c2ccc(Br)cc2)o1	11%	.	0.2%	1%	23%	-6%	8.0	61	7%	9%
COc1ccc(-c2csc3nc(-c4ccccc4)oc(=O)c23)cc1OC	2%	i	-0.1%	0%	0%	24%	6.7	59	7%	3%
O=C(NNc1nc2c(F)cccc2s1)c1ccc(F)cc1	-4%	i	0.3%	-2%	-14%	-11%	1.9	33	21%	6%
Cc1csc(NC(=O)c2ccco2)c1C(=O)c1ccccc1	3%	i	0.5%	5%	8%	-6%	0.6	49	13%	-1%
CC1=CC(=O)C(C(C)C)=C/C1=N/OC(=O)c1cccc([N+](=O)[O-])c1	-3%	i	0.3%	-5%	-5%	8%	1.5	53	13%	5%
O=C(Cn1cnc2ccccc2c1=O)N/N=C/c1ccc(Br)cc1	-7%	i	-0.1%	.	1%	12%	0.0	36	11%	.
COc1ccc(C(=O)Cn2nnc(-c3ccccc3NC(=O)c3ccco3)n2)cc1	1%	i	0.2%	10%	15%	0%	6.7	47	5%	12%
COC(=O)C1=C(C)NC2=C(C(=O)CC(C)(C)C2)C1c1ccccn1 (stereo not drawn)	9%	i	-0.5%	-5%	0%	-7%	1.3	49	12%	8%
Cn1c(O)c(N=NC(=S)Nc2ccccc2F)c2cc(S(=O)(=O)N3CCOCC3)ccc21	2%	i	0.6%	2%	34%	15%	.	.	22%	8%
O=C1OC(c2ccccc2)=NC12CC2c1ccc(Cl)cc1 (stereo not drawn)	15%	i	-0.3%	-40%	2%	1%	25	42	15%	5%
CC1CCN(C(=O)c2ccc(S(=O)(=O)Cc3ccccc3F)c([N+](=O)[O-])c2)CC1	2%	i	-0.3%	4%	6%	6%	7.5	57	9%	9%

Continued:
SMILES	GPR55 antagonists	Yfh1-off respiration	GPR55 beta-arrestin	NS5 inhibitors	AID2073	GPR35 arrestin U2OS	NTR1 agonist	NTR1 agonist cell count 20 µM	SV40 large T antigen	MgcRacGAP inhibition	others
CNC(=O)CSc1n[nH]c(-c2cc(Cl)ccc2OC)n1	10%	i	0.5%	-3%	-6%	-11%	0.1	60	6%	2%
CCc1cc(OCCN2C(=O)NC(C)(C)C2=O)ccc1Cl	4%	i	-0.1%	-1%	1%	-3%	1.1	83	9%	9%	NS5 inhibitors pilot replicate=-2.1
CN(C)C(=S)Nc1nc2ccccc2s1	7%	i	-0.1%	-3%	1%	10%	.	.	21%	8%
O=C1CCCN1S(=O)(=O)c1ccc(F)cc1	8%	.	0.5%	.	10%	20%	1.7	59	-1%	6%
CCOC(=O)c1[nH]c2c(c1-c1ccccc1)C(=O)CC(c1ccc(OC)c(OC)c1)C2 (stereo not drawn)	5%	i	0.2%	2%	5%	6%	-0.5	34	10%	11%
CC(=O)N1c2ccc(S(=O)(=O)N3CCC(C(=O)Nc4cccc(F)c4)CC3)cc2CC1C (stereo not drawn)	10%	.	0.3%	-12%	5%	-3%	2.4	61	8%	9%
O=C(COC(=O)CC1CC2CCC1C2)Nc1c(F)cccc1F (stereo not drawn)	5%	i	0.4%	4%	10%	-13%	0.8	52	7%	7%
Cc1cc2ccc(C)c(C)c2nc1SCC(=O)c1cccs1	6%	i	0.0%	-15%	-3%	8%	4.0	56	21%	-3%
CN(c1ccccc1C(=O)NC1CCCCC1)S(=O)(=O)c1ccccc1	-3%	i	-0.1%	-4%	2%	13%	-0.1	44	12%	4%
Cc1cc(C)n(C(=O)CSc2ccc(Cl)cc2)n1	13%	i	-0.1%	-4%	9%	10%	4.6	91	1%	3%
COc1ccc(/C=N/NC(=O)CC(=O)NCc2cccnc2)c(OC)c1	6%	i	-0.3%	-1%	-2%	9%	-0.6	43	-4%	5%
Brc1ccc(-c2nc(-c3cccnc3)no2)o1	0%	i	-0.2%	-7%	0%	24%	0.9	54	7%	8%
CNc1oc(Cc2cccc3ccccc23)nc1C#N	4%	i	0.2%	-2%	1%	15%	-2.1	70	4%	2%
COc1ccc(/C=N\NC(=O)CCc2c(C)n[nH]c2C)c(OC)c1OC	-6%	i	0.0%	-16%	-4%	-6%	0.7	82	-6%	8%
CCOc1ccc(CCNS(=O)(=O)c2ccc3c(c2)NC(=O)CC(=O)N3)cc1OCC	8%	i	-0.3%	3%	6%	-2%	0.0	39	7%	2%
COc1ccccc1NC(=O)CCC(=O)Nc1nnc(C2CCCCC2)s1	4%	.	0.0%	0%	-2%	14%	1.6	53	7%	7%
CCN(C(=O)CN1CCN(c2ccccc2O)CC1)c1c(N)n(Cc2ccccc2)c(=O)[nH]c1=O	4%	i	-0.1%	-1%	0%	-13%	1.2	55	3%	4%
Cc1nn(C)c(C(=O)N/N=C/c2cccnc2)c1Cl	1%	.	-0.1%	-2%	0%	6%	1.2	61	9%	5%
O=C1CNC(=O)/C(=C/c2cccs2)N1	-3%	i	0.7%	-2%	-6%	-11%	0.5	80	3%	0%
CC1=CC2=NC(=O)/C(=C\c3cccn3CCOc3cc(C)cc(C)c3)C(=N)N2O1	17%	i	0.1%	-5%	14%	-2%	1.9	39	2%	4%
O=C(CSc1n[nH]c(-c2ccccc2)n1)NCc1cccc(C(=O)O)c1	6%	i	-0.3%	1%	-1%	-1%	1.0	74	12%	3%
CC(OC(=O)c1ccc(Cl)c(S(=O)(=O)N2CCOCC2)c1)C(=O)Nc1ccc(S(N)(=O)=O)cc1 (stereo not drawn)	.	.	.	0%	.	.	-1.1	56	11%	8%
Cc1ccc(N2CCN(S(=O)(=O)N3CCCCC3)CC2)cc1Cl	10%	i	0.0%	-2%	-6%	-5%	3.1	32	8%	6%
O=C(OCC#CCSc1nnc(-c2ccccc2)o1)c1cccs1	-11%	i	-0.1%	4%	0%	4%	1.1	51	0%	8%
CCn1cc(C(=O)NCC2CCCO2)c(=O)c2cc(S(=O)(=O)N(C)C)ccc21 (stereo not drawn)	12%	i	-0.4%	-2%	3%	3%	-0.7	40	2%	1%

New compounds follow:
SMILES	GPR55 antagonists	Yfh1-off respiration	GPR55 beta-arrestin	NS5 inhibitors	AID2073	GPR35 arrestin U2OS	NTR1 agonist	NTR1 agonist cell count 20 µM	SV40 large T antigen	MgcRacGAP inhibition	others
Cn1c(SCc2ccccn2)nc2c1c(=O)[nH]c(=O)n2C	-1%	i	0.3%	-1%	13%	-1%	0.8	58	12%	8%
O=C(O)CCC(=O)N1N=C(c2c(-c3ccccc3)c3cc(Cl)ccc3[nH]c2=O)CC1c1ccccc1 (stereo not drawn)	6%	i	0.0%	7%	1%	15%	-0.6	34	14%	9%
O=C(NCc1nnc2c(C(F)(F)F)cc(Cl)cn12)c1ccco1	3%	.	0.2%	1%	-4%	-2%	1.0	54	7%	9%
Cc1ccc(C2CC(=O)Nc3cc4c(cc32)OCCO4)s1 (stereo not drawn)	3%	i	-0.1%	-4%	1%	4%	1.8	57	3%	5%
O=C(Cn1nnc2ccccc21)N/N=C\C=C\c1ccccc1	-4%	i	0.3%	-8%	-2%	12%	-1.1	74	-4%	3%
COc1ccc(-c2cn(CCC(=O)NCc3ccc(C)cc3)c(-c3ccncc3)n2)cc1	14%	.	-0.2%	-7%	15%	-9%	-1.4	92	26%	9%
O=C(c1ccco1)N1CCN(S(=O)(=O)c2cccc([N+](=O)[O-])c2)CC1	4%	i	-0.1%	6%	3%	1%	0.3	25	5%	-12%
CN(C(=O)CN1C(=O)/C(=C/c2ccc(Cl)cc2)SC1=S)C1CCS(=O)(=O)C1 (stereo not drawn)	1%	.	0.3%	-7%	2%	3%	2.7	76	12%	9%
